# High-throughput results as filed in PubChem.
# FBPA coupling cs: counter-screen for Giardia aldolase inhibitors: coupling enzyme system. activity change, negative = inhibition, % at 58.2 µM, hits read low. 290,000 compounds, 0.67% hits. coupling enzyme system counterscreen, AmpLite Red fluorescence; in the data active = activity change below about -30%; note: % is set by controls: 0 for no effect and ±100 for the full control effect
#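 Activity here indicates interference with the coupling reaction, not aldolase inhibition. Compounds at 57.5 uM final met coupling enzymes for 10 min at RT; substrate and AmpLite Red detection followed, with a 525/598 nm fluorescence read after 20 min.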
# Menin-MLL TR inh: displaces Texas Red mutant MLL peptide from human menin. Menin + Texas Red MLL mutant peptide, fluorescence polarization. AID 1768. 270,000 compounds, 0.23% hits. Potency, µM (titrated, usually from 61.6 µM), for inactives: at the highest dose FP activity change, negative = inhibition, usual class: inhibitors; active = well fitted inhibition curve with a large enough effect in the polarisation, with a control signal flat, not every such curve was filed as active; the % refers to the polarisation; note: potency is the fitted concentration of half-maximal effect; % of control where 0% means no effect; many of its hits are not listed in these tables
# * hit, by the source's call. These rows are one share of the data. The share of hits here may be higher or lower than overall.
SMILES,FBPA coupling cs,Menin-MLL TR inh
CCC1C(=O)OC[C@H]1Cc1cncn1C (some centres undefined),4,5%
